OPRM1-OPRD1 ag: OPRM1-OPRD1 heterodimerization agonism; P35372+P41143; cells, luminescence; activation, % at 9.3 µM; 0.3% of 340,000 active; AID 504326; in the data active means activation above about 18%;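 further: 0% = vehicle-treated cells and 100% = reference agonist; values of inactives mirror those of a sister screen read the other way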
HTR5A ag ctr: HTR5A agonism, opioid heterodimer counter-screen; HTR5A agonist assay, luminescence, cell-based; activation, % at 9.3 µM; 0.61% of 340,000 active; AID 504692; in the data active means activation mostly above about 9.5%, no sharp cut-off; inactive means mostly below about 7.6%;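 further: 0% = cells with vehicle only and 100% = reference agonist; strong numbers were not always called active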
Arrestin-AP2 inh: inhibitors of human beta-arrestin and AP2 interaction; FITC-arrestin peptide / GST-AP2 beads, flow cytometry; AP2 beta2 appendage carries R879A mutation; inhibition, % at 10 µM; 0.31% of 340,000 active;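 active means inhibition above a set limit, near 3 SD of compounds lacking own fluorescence, cut at about 54% in these data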;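 further: plate controls were DMSO wells for no effect and 5 µM unlabelled arrestin peptide for full effect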
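test system = AP2 appendage R879A on GSH beads | buffer or medium = PBS plus Tween 20 (0.05%) and BSA (0.1%) | incubation = 12 min plus 1 h, RT | detection = bead flow cytometry, FITC channel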
PKA-R1A activ: activates the PKA-R1A holoenzyme complex; 0.083% of 340,000 active; PKA-R1A dissociation, Cy5-IP20 fluorescence polarization; scaled: DMSO 0%, 113 µM cGMP 100%; activation, % at 11.4 µM; AID 504707;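 active means percent activation above the mean of all tested compounds plus 3 SD, cut at about 19% in these data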;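 further: higher means more PKAc released from R1A so a rise in polarization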
V-ATPase pH: alters yeast V-ATPase proton transport | S. cerevisiae, pHLuorin cytosolic pH fluorescence | response, % at 10 µM | 0.37% of 350,000 active; in the data active means response mostly above about 7.3%, no sharp cut-off; inactive means mostly below about 5.4%; further: actives read high; inactives centre near 0; some compounds called inactive have numbers as strong as hits; reference of the scale not given here
MOR-DOR inv ag: mu-delta opioid heterodimer inverse agonism; P35372+P41143; cell-based MOR-DOR heterodimer luminescence; inhibition, % at 9.3 µM; 0.21% of 340,000 active; AID 504357; in the data active means inhibition above about 22%, passing the limit was not always enough;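 further: 0% = cells with DMSO and 100% = wells without cells with DMSO; values of inactives mirror those of a sister screen read the other way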
DSG3 Ab inh: blocks pemphigus antibody binding to human desmoglein-3. P32926. DSG3-coupled beads, scFv-anti-DSG3-GFP binding, flow cytometry; hits give low values. binding (percent of control), % at 10 µM. 0.48% of 310,000 active. AID 588358;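 active means binding more than 3 SD below its plate's average and above zero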;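 further: hits lower antibody fragment binding to DSG3; some compounds called inactive have numbers as strong as hits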
Target sequence (P32926 whole entry, looked up, the tested form may be a part): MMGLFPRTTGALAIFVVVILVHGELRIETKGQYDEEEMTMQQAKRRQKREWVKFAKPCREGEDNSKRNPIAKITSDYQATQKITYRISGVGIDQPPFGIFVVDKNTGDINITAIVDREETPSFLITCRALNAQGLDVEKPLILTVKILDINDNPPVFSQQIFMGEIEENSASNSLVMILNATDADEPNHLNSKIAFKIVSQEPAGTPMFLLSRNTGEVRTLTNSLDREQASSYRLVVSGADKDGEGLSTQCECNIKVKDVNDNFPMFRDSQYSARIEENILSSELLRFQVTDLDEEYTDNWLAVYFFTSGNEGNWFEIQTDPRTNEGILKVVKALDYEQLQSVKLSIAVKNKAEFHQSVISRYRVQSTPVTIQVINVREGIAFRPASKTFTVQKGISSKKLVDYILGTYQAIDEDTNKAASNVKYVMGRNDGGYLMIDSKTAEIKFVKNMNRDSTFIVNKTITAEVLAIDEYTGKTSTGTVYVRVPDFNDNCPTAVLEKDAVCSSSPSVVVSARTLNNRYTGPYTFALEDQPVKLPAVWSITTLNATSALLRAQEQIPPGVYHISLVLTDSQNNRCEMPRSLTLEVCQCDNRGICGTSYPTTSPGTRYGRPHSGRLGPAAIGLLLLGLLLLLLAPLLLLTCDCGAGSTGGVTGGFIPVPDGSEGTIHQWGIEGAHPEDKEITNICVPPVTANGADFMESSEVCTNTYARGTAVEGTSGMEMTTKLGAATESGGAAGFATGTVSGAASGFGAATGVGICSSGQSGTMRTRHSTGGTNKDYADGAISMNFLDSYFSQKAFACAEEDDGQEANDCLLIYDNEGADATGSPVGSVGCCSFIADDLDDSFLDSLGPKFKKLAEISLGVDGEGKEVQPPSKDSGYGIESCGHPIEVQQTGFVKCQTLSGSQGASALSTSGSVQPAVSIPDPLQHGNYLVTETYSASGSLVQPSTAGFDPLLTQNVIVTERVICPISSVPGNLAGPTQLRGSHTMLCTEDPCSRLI
PKA-R2B activ: PKA-R2B complex activation; P22694+P31323; PKA-R2B holoenzyme dissociation, Cy5-IP20 fluorescence polarization; R2B truncated from residue 108, S112A mutant; 0% DMSO only, 100% 113 µM cGMP; activation, % at 11.4 µM; 0.079% of 340,000 active; AID 504700;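 active means activation above a cutoff set at the mean over all compounds plus 3 SD, cut at about 18% in these data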;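 further: higher means more holoenzyme dissociation and a rise in polarization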
DAGLB inh: blocks human DAGLB lipase activity; Q8NCG7; HEK293T DAGLB membrane lysate, EnzChek fluorogenic substrate; inhibition, % at 5.17 µM; 0.059% of 340,000 active; AID 504411; in the data active means inhibition above about 34%;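 further: 0% = enzyme with vehicle and 100% = wells lacking enzyme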
HTR5A inv ctr: counter-screen for OPRM1-OPRD1 inverse agonists: human HTR5A inverse agonism. P47898. HTR5A cell line, luminescence. inhibition, % at 9.3 µM. 0.083% of 340,000 active; in the data active means inhibition mostly above about 23%, no sharp cut-off; inactive means mostly below about 18%;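 further: 0% = cells with DMSO and 100% = no-cell wells with DMSO; some compounds called inactive have numbers as strong as hits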
* = called active by the depositor; nt = no result given.

canonical_smiles	Arrestin-AP2 inh	DSG3 Ab inh	HTR5A ag ctr	OPRM1-OPRD1 ag	V-ATPase pH	HTR5A inv ctr	PKA-R2B activ	PKA-R1A activ	MOR-DOR inv ag	DAGLB inh
CCOC(=O)C1CCCN(C(=O)Cn2nc(C)n3nc(-c4ccccc4)cc3c2=O)C1 (stereo unspecified)	4.9	nt	3.0	1.0	-1.4	8.9	-0.5	-1.1	-5.3	-1.2
C/C(=N\NC(=S)Nc1ccc(C)cc1)c1cccc(N)c1	-5.9	92.1	1.3	-0.4	-2.4	-3.6	-18.7	4.7	2.2	-3.8
O=C(O)CNS(=O)(=O)c1ccc(C2CCCCC2)cc1	-11.8	97.8	-2.5	-0.8	2.3	6.6	-1.7	-1.0	4.2	1.7
COc1cc2[nH]c(=O)n(CCCCCC(=O)NCCCN3CCOCC3)c(=O)c2cc1OC	-2.9	103.4	-2.8	-1.1	-0.6	4.5	-5.7	-4.4	5.3	2.3
CCc1ccc(N(C)S(=O)(=O)c2ccc3[nH]cc(C(=O)NCCN4CCOCC4)c(=O)c3c2)cc1	7.8	87.7	-0.3	1.4	0.6	-16.0	-7.5	-5.1	-8.0	-1.0
O=C(N/N=C/c1cccnc1)c1cc(-c2ccccc2)nc2ccccc12	29.3	99.3	-2.3	0.4	1.1	8.2	1.7	5.1	-1.9	0.8
O=C(OCCN1CCOCC1)c1cccs1	19.7	nt	0.4	-0.4	-2.7	-1.9	-8.2	-11.3	2.5	3.1
COc1ccc(CCNC(=O)CSc2nc(-c3ccco3)cc(C(F)(F)F)n2)cc1	10.9	103.0	6.5	1.7	5.1	-16.8	5.8	8.5	-9.5	-2.7
CC1(C)CC(=O)C2=C(C1)NC(=O)CC2c1cc2c(cc1Br)OCO2 (stereo unspecified)	21.9	116.8	-4.8	-1.4	19.8	-0.8	-2.5	14.6	5.7	-1.4
CCCCn1c(=O)n(CC(=O)Nc2ccc(OC)c(Cl)c2)c(=O)c2c1nc(CO)n2CCC	17.5	106.5	-6.4	-1.4	-0.2	1.6	-11.5	-6.3	7.8	-0.1

canonical_smiles	Arrestin-AP2 inh	DSG3 Ab inh	HTR5A ag ctr	OPRM1-OPRD1 ag	V-ATPase pH	HTR5A inv ctr	PKA-R2B activ	PKA-R1A activ	MOR-DOR inv ag	DAGLB inh
COc1ccc(C(=O)c2sc3nc(-c4ccccc4)ccc3c2N)cc1	-3.1	101.3	-1.5	5.7	0.2	3.6	-2.5	3.5	-28.0	-11.1
COc1ccc(-n2c3c(c(=O)[nH]c2=O)C(NC(=O)c2ccncc2)(C(F)(F)F)C(=O)N3)cc1 (stereo unspecified)	11.7	114.5	1.1	-2.2	-1.9	21.2	0.8	-5.4	10.8	1.2
O=C(NCC(c1ccco1)N1CCCC1)c1ccc(S(=O)(=O)Nc2ccccc2Cl)cc1 (stereo unspecified)	25.3	nt	4.7	-2.4	6.3	-11.6	4.1	-0.4	9.5	1.6
COCCNC(=O)c1ccccc1NC(=O)c1ccccc1N(C)S(C)(=O)=O	14.0	89.5	0.9	-3.0	9.4	10.3	-0.5	4.8	15.4	-0.7
CCC(=O)NCCCc1nc(-c2ccccc2)no1	13.6	109.2	1.0	-0.6	-0.4	-3.1	0.9	4.1	3.8	-1.6
Cc1ccc(Nc2c([N+](=O)[O-])ccc3c2=NC2(CCCCC2)N=3)cc1	1.2	111.3	-0.5	13.2	-0.1	18.0	-2.6	5.3	-78.0	21.9
Cc1cc(C)cc(N(C(=O)c2csnn2)C(C(=O)NC(C)(C)C)c2ccncc2)c1 (stereo unspecified)	-4.4	99.6	-2.5	-0.9	-1.9	6.9	-2.5	-11.1	4.9	-1.8
NC(=S)c1ncc(C(F)(F)F)cc1Cl	-3.7	nt	2.2	-2.8	-2.9	-5.8	3.2	-3.3	14.1	-0.8
Cc1ccc(Cl)cc1NC(=S)N1CCCCCC1	30.1	93.2	2.9	-2.3	-0.9	19.4	3.7	3.4	11.8	-1.9
CCCCCC(=O)N1C[C@H](n2cc(C3CC3)nn2)[C@@H](O)C[C@@H]1c1ccc(OC)cc1	nt	nt	nt	nt	1.2	nt	-4.5	-5.3	nt	1.2

canonical_smiles	Arrestin-AP2 inh	DSG3 Ab inh	HTR5A ag ctr	OPRM1-OPRD1 ag	V-ATPase pH	HTR5A inv ctr	PKA-R2B activ	PKA-R1A activ	MOR-DOR inv ag	DAGLB inh
COc1ccc(C)cc1N(CC(=O)Nc1cccnc1)S(=O)(=O)c1ccc(C)cc1	25.2	nt	3.7	69.3*	-2.3	8.0	-0.6	-5.5	-345.4	-2.4
CC1CN(C(=S)Nc2cccc(Cl)c2Cl)CC(C)O1 (stereo unspecified)	-4.8	nt	-2.6	-2.0	2.9	2.1	3.0	-8.1	10.5	0.3
O=C(c1cc(S(=O)(=O)N2CCCCC2)ccc1Cl)N1CCOCC1	21.3	98.2	-2.4	0.1	-4.3	-9.9	-6.6	-6.7	-0.8	-2.8
Cc1ccc(-n2nnnc2-c2nc3ccccc3s2)cc1	3.1	96.3	0.9	3.2	-2.2	-16.2	-1.1	-2.1	-16.2	-2.2
Cc1noc(C)c1C(=O)N(CC(=O)Nc1ccccc1Br)Cc1ccco1	0.9	nt	-3.4	-5.1	5.7	-7.2	-6.1	-6.1	19.3	-3.4
O=C(CS(=O)(=O)Cc1ccccc1)N1CCN(C(=O)c2ccco2)CC1	3.2	nt	-1.0	-3.5	6.6	7.6	-3.4	1.6	17.9	-2.9
C/C(=N\NC(=O)c1nnn(-c2nonc2N)c1CSc1ccc(C)cc1)c1cccnc1	nt	96.3	nt	nt	0.8	nt	-15.6	-9.5	nt	-1.9
CCN(CC)S(=O)(=O)c1cccc(C(=O)N/N=C(\C)c2ccc(O)cc2O)c1	-10.9	115.4	1.3	-2.6	-3.2	-13.2	-7.0	-2.1	12.7	3.8
Fc1ccccc1N1CCN(C2CCCN(Cc3cccc(C(F)(F)F)c3)C2)CC1 (stereo unspecified)	6.5	105.5	2.2	5.2	2.6	-8.2	-0.9	1.4	-23.9	-5.6
CC(c1nnc(SCC(=O)N2CC(=O)Nc3ccccc32)n1Cc1ccccc1)N(C)C (stereo unspecified)	-5.5	99.6	-4.8	-1.6	0.4	3.7	2.2	-4.2	7.0	-1.5

canonical_smiles	Arrestin-AP2 inh	DSG3 Ab inh	HTR5A ag ctr	OPRM1-OPRD1 ag	V-ATPase pH	HTR5A inv ctr	PKA-R2B activ	PKA-R1A activ	MOR-DOR inv ag	DAGLB inh
C(=N\Nc1nnnn1-c1ccccc1)/c1ccncc1	0.1	103.1	3.6	0.8	-2.4	0.8	-6.3	-3.2	-3.8	2.3
Cc1ccc2[nH]c3c(NCCN4CCOCC4)ncnc3c2c1	1.4	nt	-1.0	-1.4	-0.1	12.9	-9.2	-6.4	7.0	-0.9
Cc1cc(C)cc(OCC(=O)OCC(=O)NC2CCCC2)c1	-0.1	nt	-2.9	-1.5	-1.2	7.2	-0.2	7.9	5.9	-1.8
Cc1ccc(Sc2nc(-c3ccccc3)nnc2C(F)(F)F)cc1	5.5	99.2	-0.7	-2.6	0.0	8.7	5.7	-2.8	12.7	1.6
O=S(=O)(c1ccccc1)N1CCN(c2ncnc3scc(-c4ccccc4)c23)CC1	33.6	97.8	5.4	1.0	-3.9	-15.3	6.7	-0.7	-6.5	-4.7
CCOC(=O)N1CCN(Cc2cn3ccccc3n2)CC1	-5.6	nt	-1.4	-0.9	0.8	-14.5	6.9	-10.1	5.8	1.9
COC(=O)Cn1c(=N)n(CCN2CCCCC2)c2ccccc21	3.1	nt	nt	nt	-1.1	nt	-0.7	-14.3	nt	1.3
CCN(CC(=O)Nc1c(F)cccc1F)C(=O)c1ccc2c(=O)n3c(nc2c1)CCC3	-9.3	103.8	-0.8	-1.6	-1.6	2.1	1.8	2.3	10.3	0.0
N#CCC(CNc1ncc(C(F)(F)F)cc1Cl)OC(=O)c1c(F)cccc1F (stereo unspecified)	-11.6	118.6	-1.4	6.7	-2.2	-5.4	-10.1	0.8	-39.3	-10.8
CC(=O)Nc1ccc(SCC(=O)NCCc2ccc(F)cc2)cc1	-1.1	104.4	-7.1	-2.7	0.0	17.3	0.3	-6.3	15.3	-0.6

Exported as labelled records: 2 of the compounds above.
> CCN(CC(=O)Nc1c(F)cccc1F)C(=O)c1ccc2c(=O)n3c(nc2c1)CCC3
  Arrestin-AP2 inh = -9.3 | DSG3 Ab inh = 103.8 | HTR5A ag ctr = -0.8 | OPRM1-OPRD1 ag = -1.6 | V-ATPase pH = -1.6 | HTR5A inv ctr = 2.1 | PKA-R2B activ = 1.8 | PKA-R1A activ = 2.3 | MOR-DOR inv ag = 10.3 | DAGLB inh = 0.0

> N#CCC(CNc1ncc(C(F)(F)F)cc1Cl)OC(=O)c1c(F)cccc1F (stereo unspecified)
  Arrestin-AP2 inh = -11.6 | DSG3 Ab inh = 118.6 | HTR5A ag ctr = -1.4 | OPRM1-OPRD1 ag = 6.7 | V-ATPase pH = -2.2 | HTR5A inv ctr = -5.4 | PKA-R2B activ = -10.1 | PKA-R1A activ = 0.8 | MOR-DOR inv ag = -39.3 | DAGLB inh = -10.8

Other results follow.
canonical_smiles	Arrestin-AP2 inh	DSG3 Ab inh	HTR5A ag ctr	OPRM1-OPRD1 ag	V-ATPase pH	HTR5A inv ctr	PKA-R2B activ	PKA-R1A activ	MOR-DOR inv ag	DAGLB inh
Clc1cccc(-c2nnc(SCc3nc4ccccc4[nH]3)n2Cc2ccco2)c1	7.2	nt	0.0	-1.0	1.1	5.6	-7.9	0.4	5.4	-1.4
COc1ccc(OC)c(C(C[N+](=O)[O-])c2c(C)cc3ccccn23)c1 (stereo unspecified)	16.9	102.8	6.6	-1.1	3.0	-17.6	-7.9	-1.8	5.6	0.1
CN1CCN(CC(=O)NC23CC4CC(CC(C4)C2)C3)CC1	-0.5	96.7	-3.1	-2.5	-2.7	9.7	-10.5	-8.8	13.4	-0.9
CC1(C)OC(=O)N(c2ccccc2)C12C=Cc1cc(Br)ccc1O2 (stereo unspecified)	4.3	98.2	-0.7	2.7	-2.0	6.9	-2.1	1.9	-13.4	-6.4
Cc1ccc(C)c(/C=C/C(=O)c2ccccc(=O)c2O)c1	23.9	126.8	3.6	5.7	-3.9	-26.2	-2.3	-5.8	-30.7	16.3
O=C(COc1ncnc2ccc(Br)cc12)Nc1ccc(N2CCOCC2)cc1	-1.7	101.2	-3.9	-0.1	0.7	-3.6	8.7	-1.9	0.7	-0.4
CCNC(=O)NC(=O)C(C)OC(=O)CNS(=O)(=O)c1c(Cl)cc(Br)cc1Cl (stereo unspecified)	10.0	97.7	3.9	-1.5	1.3	11.5	-10.8	-12.0	7.9	-1.4
CCCCNC(=O)CCCCC(=O)N/N=C/c1ccccc1Cl	0.4	92.8	1.3	-0.6	-1.5	-3.4	-3.4	-6.1	3.0	3.0
CCN(CC)CCn1c(=N)n(CC(O)c2ccc(OC)c(OC)c2)c2ccccc21 (stereo unspecified)	-1.5	105.3	nt	nt	8.5	nt	15.4	-5.0	nt	1.5

From PubChem
